Assay outcomes as filed in PubChem BioAssay.
Giardia killer: Small Molecules that selectively kill Giardia lamblia: qHTS; Giardia lamblia trophozoite viability; activity change, % at 7.66 µM, hits read low; hit rate 0.15% among 340,000; AID 540267, 2011; in the data active means activity change below about -80%; inconclusive means between about -30% and that limit;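 further: parasites exposed to compound for two days anaerobically before the ATP read; on the % scale 0 is the no-effect control and ±100 the full control effect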
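Luminescent ATP signal served as the viability read-out, measured 15-30 min after adding ATP detection reagent to trophozoites that had been incubated with compounds for 48 hrs at 37 deg C anaerobically at 100 cells/well.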
PKM2 activator: qHTS Assay for Activators of Human Muscle isoform 2 Pyruvate Kinase; Pyruvate kinase PKM (Homo sapiens), P14618; purified PKM2, Kinase-Glo ATP luminescence, activation; response scale: 0% is enzyme alone, no compound; Potency, µM (series often up to 57.5 µM), for the others: at the highest dose activation, most hits filed as activators; hit rate 0.34% among 260,000; AID 1631, 2009; further: potency means the concentration at half of the fitted maximal effect; on the % scale 0 is the no-effect control and ±100 the full control effect; nearly all actives have a fitted effect of over 55% in size
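ATP formation by purified human PK-M2, quantified via coupled luciferase luminescence after 1 h at room temperature with 0.1 mM ADP and 0.5 mM PEP final.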
Tb PFK block: qHTS Assay to Find Inhibitors of T. brucei phosphofructokinase; ATP-dependent 6-phosphofructokinase (Trypanosoma brucei brucei), O15648; T. brucei PFK, ADP-Glo luminescence; Potency, µM (top dose mostly 57.5 µM), without a hit: at the highest dose activity, negative = inhibition, usual class: inhibitors; hit rate 0.17% among 330,000;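 further: potency means the concentration at half of the fitted maximal effect; 0% = uninhibited 1x PFK enzyme wells and -100% = no-enzyme wells; nearly all actives have a fitted effect of over 60% in size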
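In TEA buffer at pH 8.0 with 5 mM MgCl2, enzyme (1.25 nM) converted F6P (0.5 mM) and ATP (0.1 mM) for 45 min at room temperature. ADP product was read by luciferase luminescence.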
FBPA coupling cs: qHTS Assay for Inhibitors of Fructose-1,6-bisphosphate Aldolase from Giardia Lamblia: Coupling assay counterscreen; AID 2472, 2010; coupling enzyme system counterscreen, AmpLite Red fluorescence; hit rate 0.67% among 290,000; activity change, negative = inhibition, % at 58.2 µM, hits read low; in the data active means activity change below about -30%; further: on the % scale 0 is the no-effect control and ±100 the full control effect
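Counterscreen lacking aldolase: glyceraldehyde-3-phosphate coupling-enzyme reagent preincubated 10 min at RT with compound (at 57.5 uM final), then substrate/coupling system with AmpLite Red added; fluorescence read at 525/598 nm after 20 min RT.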
GALK inh: qHTS Assay for Inhibitors of Human Galactokinase (GALK); Potency, µM (doses to about 57.5 µM), inactives show at the highest dose activity change, negative = inhibition, usual class: inhibitors; P51570; hit rate 0.007% among 270,000; Purified GALK, Kinase-Glo residual ATP luminescence; further: potency means the concentration at half of the fitted maximal effect; on the % scale 0 is the no-effect control and ±100 the full control effect
Target sequence (P51570 whole entry, looked up): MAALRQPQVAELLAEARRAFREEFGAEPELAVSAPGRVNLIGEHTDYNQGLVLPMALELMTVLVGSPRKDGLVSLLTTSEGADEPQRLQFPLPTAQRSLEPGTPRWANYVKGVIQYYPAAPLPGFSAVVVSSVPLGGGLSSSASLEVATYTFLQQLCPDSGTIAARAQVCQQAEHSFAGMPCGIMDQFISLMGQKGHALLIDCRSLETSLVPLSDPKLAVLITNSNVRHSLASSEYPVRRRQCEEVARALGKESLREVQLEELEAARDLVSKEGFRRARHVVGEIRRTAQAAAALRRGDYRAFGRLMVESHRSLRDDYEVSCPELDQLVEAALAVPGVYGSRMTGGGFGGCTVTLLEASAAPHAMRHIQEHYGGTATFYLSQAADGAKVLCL
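GALK at 5 nM final was combined with compound, 35 uM ATP and 100 uM galactose in HEPES pH8.0 with MgCl2 and DTT. The reaction ran one hour at room temperature before luminescent ATP detection.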
TSG101-PTAP inh: qHTS Assay for Iinhibitors of HIV-1 Budding by Blocking the Interaction of PTAP/TSG101; Potency, µM (highest dose often 115 µM), for the others: at the top dose activity change, negative = inhibition, usual class: inhibitors; Fluorescence polarization, FITC-PTAP peptide / Tsg101 binding; 340,000 tested, under 10 active; Tumor susceptibility gene 101 protein (Homo sapiens), Q99816; active means well fitted inhibition curve with a large enough effect in the main read-out, with a control signal flat, not every such curve was filed as active; inconclusive means small, poorly fitted or top-dose-only effect, or effect the other way, or a change in a side signal; inactive means no such curve, though single readings can be large or run the other way; further: potency means the concentration at half of the fitted maximal effect; % of control where 0% means no effect
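Fluorescence polarization binding of Tsg101 binding domain (10 uM final) to FITC-labeled PTAP peptide (50 nM final) in HEPES pH 7.5 buffer with NaCl, Tween 20, EDTA, TCEP. Compounds added before peptide; binding 20 min at RT.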
Integrin act MD: qHTS for Activators of Integrin-Mediated Alleviation for Muscular Dystrophy | alpha7betagal myoblasts, beta-gal FDG fluorescence, 48 h | Potency, µM (doses to about 38.3 µM), for inactives: top-dose activation, hits mostly activators | hit rate 0.064% among 350,000;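 further: potency means the concentration at half of the fitted maximal effect; 100% = response of the positive control SU9516; nearly all actives have a fitted effect of over 60% in size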
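alpha7betagal+/- myoblasts (passage 13, 250/well) treated 48 h at 37C with compounds at 1:260 dilution of DMSO stock. Lysed, then beta-galactosidase activity read as FDG fluorescence (ex 480/em 540) after 30 min, with pre-read for autofluorescence.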
BCR signal inh: qHTS Assay to Find Inhibitors of Chronic Active B-Cell Receptor Signaling; ABC-DLBCL IkBa-CBG/CBR reporter, luminescence ratio, 4 h; Potency, µM (top dose mostly 46.1 µM), inactives show top-dose ratio change, negative = lower green/red ratio, actives largely listed as inhibitors; hit rate 0.05% among 340,000; active means well fitted inhibition curve with a large enough effect in the signal ratio, with a control signal flat, not every such curve was filed as active; inconclusive means small, poorly fitted or top-dose-only effect, or effect the other way, or a change in a side signal; the % refers to the signal ratio;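 further: potency means the concentration at half of the fitted maximal effect; plate controls were basal doxycycline-induced cells for no effect and cells given 10 µM MG132 for full effect; MG132 reads +100%, hits lower the ratio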
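TMD8 human ABC-DLBCL cells with doxycycline-inducible IκBα–green luciferase fusion and unfused red luciferase, in 0.5% FBS medium; compounds up to 46 uM, 4 h at 37C. Green/red luminescence ratio, filter-overlap corrected, fitted to concentration-response curves.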
B2AR arrestin: qHTS assay of beta-arrestin-biased ligands of beta2-adrenergic receptor; Beta-2 adrenergic receptor (Homo sapiens), P07550; beta-arrestin recruitment to beta2AR, cell-based reporter; Potency, µM (doses to about 46.1 µM), for the others: at the highest dose activation, actives largely listed as activators; hit rate 0.02% among 330,000; AID 492947, 2010;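 further: potency means the concentration at half of the fitted maximal effect; 0% = DMSO controls and full agonism = EC100 isoproterenol or metaproterenol; nearly all actives have a fitted effect of over 65% in size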
Target sequence (P07550 whole entry, looked up): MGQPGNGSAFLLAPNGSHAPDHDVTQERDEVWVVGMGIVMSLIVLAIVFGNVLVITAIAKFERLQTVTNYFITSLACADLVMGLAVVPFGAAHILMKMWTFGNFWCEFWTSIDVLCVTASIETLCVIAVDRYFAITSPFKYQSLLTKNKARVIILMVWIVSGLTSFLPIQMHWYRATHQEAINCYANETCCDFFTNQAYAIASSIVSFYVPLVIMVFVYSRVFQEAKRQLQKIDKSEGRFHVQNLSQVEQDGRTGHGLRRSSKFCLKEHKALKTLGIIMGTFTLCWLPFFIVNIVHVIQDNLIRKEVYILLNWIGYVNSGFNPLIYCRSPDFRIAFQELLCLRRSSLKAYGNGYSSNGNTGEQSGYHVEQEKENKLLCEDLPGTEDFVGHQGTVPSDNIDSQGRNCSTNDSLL
Menin-MLL TR inh: qHTS Assay for Inhibitors Targeting the Menin-MLL Interaction in MLL Related Leukemias: Competition With Texas Red Labeled MLL-derived Mutant Peptide; O00255; Menin + Texas Red MLL mutant peptide, fluorescence polarization; Potency, µM (doses to about 61.6 µM), for the others: at the top dose FP activity change, negative = inhibition, actives largely listed as inhibitors; hit rate 0.23% among 270,000; AID 1768, 2009; active means well fitted inhibition curve with a large enough effect in the polarisation, with a control signal flat, not every such curve was filed as active; inconclusive means small, poorly fitted or top-dose-only effect, or effect the other way, or a change in a side signal; inactive means no such curve, though single readings can be large or run the other way; the % refers to the polarisation; further: potency means the concentration at half of the fitted maximal effect; % of control where 0% means no effect; many of its hits are not listed in these tables
ASM inhibitor: Inhibitors of Secretory Acid Sphingomyelinase (S-ASM): qHTS. Sphingomyelin phosphodiesterase (Homo sapiens), P17405. placental ASM, HMU-PC fluorogenic substrate, 60 min. Potency, µM (highest dose often 57.5 µM), without a hit: at the highest dose activity change, negative = inhibition, most hits filed as inhibitors. hit rate 0.006% among 340,000. AID 504937, 2011; further: potency means the concentration at half of the fitted maximal effect
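Steps: dispense placental human ASM, pin compound, wait 10 min at room temperature, add HMU-PC0 substrate at 9 uM final, incubate 60 min at 37 °C, add stop solution raising pH to 10, read fluorescence.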
The depositor's hits bear a star; ? = inconclusive; · = not tested or not shown; [ ] = remark or other dose. Unless noted, the call rests on the fitted dose curve; in most records, active means well fitted curve in the direction sought with a large enough effect; inconclusive means small, poorly fitted or top-dose-only effect, or another doubt; inactive means no such curve, though single readings can be large; an effect the other way counts as inactive or inconclusive. This is a subset. The share of hits here may be higher or lower than overall.

compound,Menin-MLL TR inh,Tb PFK block,B2AR arrestin,TSG101-PTAP inh,Integrin act MD,Giardia killer,FBPA coupling cs,PKM2 activator,BCR signal inh,ASM inhibitor,GALK inh
O=C(Nc1ccc2c(c1)OCO2)N1CCN(S(=O)(=O)c2ccc(Cl)cc2)CC1,15.1%,-31.1%,-0.3%,-1.7%,0.1%,-1.5,4.6,-8.4%,?,-2.5%,0.0%
COCCN1C(=O)c2oc3ccccc3c(=O)c2C1c1ccc(O)c(OC)c1 (stereo not given),-16.3%,-12.4%,-0.2%,-2.4%,13.4%,-10.2,5.8,0.8%,-6.2%,-1.4%,0.3%
N#Cc1nc(COc2ccc(Cl)cc2Cl)oc1N1CCOCC1,23.5%,-15.5%,0.0%,-8.8%,9.1%,-10.7,1.0,-1.6%,?,-6.5%,-0.3%
N#Cc1ccc(OCC(=O)Nc2nc(-c3cccnc3)cs2)cc1,·,-7.4%,-0.1%,2.5%,23.5%,-1.2,·,·,-8.1%,1.9%,·
CCOc1ccc(N2C(=O)c3ccccc3NC2(C)CC)cc1 (stereo not given),·,-7.0%,-0.1%,-3.2%,13.5%,-15.8,·,·,?,34.9%[activator],·
CCOc1cccc(-c2c(C(=O)N/N=C/c3ccc(Br)cc3)nnn2-c2nonc2N)c1,·,3.5%,-0.9%,-2.0%,17.1%,6.7,·,·,15.9%,-12.7%,3.4%
COc1cccc(/C=N/NC(=S)NCc2ccco2)c1OC,·,0.5%,4.7%,0.8%,44.3%,34.0[activator],3.5,-0.4%,?,10.3%,3.5%
N#C/C(=N/Nc1ccc([N+](=O)[O-])cc1)C(=N)N1CCCCC1,?,-2.4%,0.0%,0.4%,3.1%,-17.0,-10.1,5.3%,27.3%,-21.6%,0.0%
O=C(CSc1n[nH]c(Cc2ccccc2)n1)Nc1ccccc1Br,?,-10.1%,-0.7%,4.3%,-28.0%,5.4,2.9,0.0%,-0.9%,-3.1%,0.2%
CCN(CC)C(=O)c1cc(Cl)ccc1NC(=O)c1ccco1,·,-0.8%,-0.3%,-3.2%,20.1%,-15.1,4.7,-0.5%,-0.5%,-1.4%,0.8%
CC(C)OCCCNC(=O)C1CCC(=O)N1C1CCCC1 (stereo not given),3.7%,-2.1%,-1.5%,-3.3%,-3.8%,12.5,3.4,5.3%,?,1.2%,4.7%
Cc1ccc2nc(N3CCOCC3)c3nncn3c2c1,4.4%,-0.3%,-0.3%,-8.2%,2.6%,-12.3,0.0,6.9%,0.8%,0.3%,·
Cc1ccc(CNS(=O)(=O)c2ccc3c(c2)N(C)CCO3)cc1,·,-11.9%,0.4%,-3.2%,35.1%,-12.5,·,·,-3.3%,-0.9%,6.0%
Cc1cc(NC(=O)COn2nnc3ccc(Cl)cc32)no1,-8.6%,-3.9%,0.0%,-5.6%,13.0%,-11.4,-2.6,1.5%,-4.1%,-1.2%,-3.6%
O=C(Nc1cccc(Cl)c1)NC1CC2CCC1C2 (stereo not given),27.5%,-2.5%,-1.5%,-8.2%,-15.7%,4.0,-2.1,0.4%,-0.2%,-3.2%,2.8%
COC(=O)COc1ccc(S(=O)(=O)Nc2ccccc2C(=O)OC)cc1,0.8%,9.1%,-0.1%,-4.6%,1.2%,-7.6,1.8,0.9%,?,-0.4%,-7.6%
Cc1cc(C)n(-c2ccc(NC(=O)C3CCCCN3C(=O)c3ccc(C)s3)cc2)n1 (stereo not given),·,-3.8%,0.0%,-2.2%,17.2%,-1.9,·,16.0%,-3.6%,-1.1%,-2.2%
O=C(NNS(=O)(=O)c1ccccc1Cl)C1COc2ccccc2O1 (stereo not given),·,-5.9%,0.2%,-0.9%,-22.3%,25.6,·,·,0.5%,-0.5%,·
Cc1ccc(NC(=S)N/N=C/c2c(C)nn(-c3ccccc3)c2N2CCCC2)cc1,-13.3%,4.5%,-0.2%,0.1%,-10.8%,-7.2,1.0,-17.4%,-2.1%,-0.4%,0.6%
CCOC(=O)c1c(/N=C/c2ccc(C)cc2O)sc2c1CCN(C)C2,·,-2.5%,-0.5%,0.3%,28.4%,-2.9,2.0,2.1%,?,14.6%,9.2%
COc1cc(NC(=O)c2ccccc2)c(OC)cc1NC(=O)CN1C(=O)NC2(CCCCC2)C1=O,·,-2.2%,0.2%,0.4%,0.9%,8.9,·,·,6.2%,-6.2%,·
CCCc1ccc(Oc2cc(C)nc(N3CCOCC3)n2)cc1,?,2.6%,0.3%,-14.1%,-1.4%,26.0,0.7,0.5%,3.8%,-1.5%,·
COc1ccc(-c2c(C#Cc3ccsc3)c3cc(-c4ccc(CN5CCOCC5)cc4)ccc3n2C)cc1,·,9.0%,0.0%,3.4%,26.7%,-1.0,·,·,3.4%,40.3%,·
COc1cccc(-c2nnc(SCC(=O)Nc3cc(C)ccc3OC)n2N)c1,1.6%,3.2%,0.4%,-3.6%,-9.5%,-6.2,-0.7,0.9%,-0.9%,3.1%,-0.7%
COc1cccc(NC(=O)C(NCCC(C)C)c2ccccc2)c1 (stereo not given),-2.3%,1.3%,1.0%,-0.8%,-42.2%,0.8,-0.5,6.8%,13.0%,-3.3%,0.1%
CCOC(=O)c1ccccc1NC(=O)c1cn(CC)c2nc(C)ccc2c1=O,?,-1.5%,-0.5%,-6.2%,-19.4%,?,-9.7,-0.3%,?,0.7%,-0.6%
Cn1cccc1/C=N\NC(=O)C1COc2ccc(C(C)(C)C)cc2O1 (stereo not given),·,-0.9%,-0.9%,-5.6%,?,0.7,·,·,-1.8%,3.0%,2.6%
COc1cccc(NC(=O)CS(=O)(=O)c2cccc3nsnc23)c1,11.5%,-4.2%,0.7%,-0.1%,-6.4%,-4.4,-0.3,-0.4%,-0.4%,-4.5%[11.5 µM],8.3%
O=C(CCC(=O)Nc1nnc(C2CCCCC2)s1)Nc1ccc(F)cc1,-0.9%,-4.1%,0.0%,0.3%,24.9%,38.7[activator],-4.5,·,?,-5.8%,-8.5%
COc1ccc(-c2nn(-c3ccccc3)cc2/C=C2/SC(=S)N(CCCC(=O)O)C2=O)c(C)c1,?,-11.9%,-1.4%,4.3%,0.0%,-16.0,1.8,-3.2%[11.5 µM],?,?,4.5%
COCCNC(=O)C(C)OC(=O)c1cc2occc2n1C (stereo not given),-8.9%,-19.4%,0.0%,-1.1%,1.9%,-11.4,-4.2,1.1%,1.4%,0.0%,-0.9%
COc1ccc(-c2nnc(SCC(=O)/C(C#N)=C(\C)N)o2)cc1,-16.5%,-6.2%,0.4%,-4.4%,-8.6%,-17.0,0.4,-2.4%,-1.6%,-3.4%,1.6%
COc1cc(-c2nn3c(Cc4ccccc4)nnc3s2)cc(OC)c1OC,-3.3%,4.1%,0.1%,-13.5%,?,2.6,4.7,-2.3%,-5.6%,-7.5%,-3.8%
Cc1c(C#N)sc(C(N)=O)c1C,-0.7%,-1.5%,0.0%,-3.3%,23.4%,17.9,-0.5,-5.8%,-0.2%,1.8%,10.3%
COc1ccc(Nc2nc(N)nc(SCc3nnc(C)s3)n2)cc1,4.4%,-6.3%,-0.2%,-1.0%,13.1%,-0.1,0.2,-0.5%,?,4.0%,-3.6%
